HTRA1 inhibitor: inhibitors of human serine peptidase HTRA1 | 340,000 compounds, 0.5% hits | recombinant HTRA1, FP-rhodamine activity-based probe, fluorescence polarization | Q92743 | inhibition, % at 5.96 µM; in the data active means inhibition above about 36%;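 further: 0% = enzyme with DMSO and 100% = wells lacking enzyme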
PRMT1 FP inh: blocks human protein arginine methyltransferase 1; 370,000 compounds, 1.3% hits; inhibition, % at 2.79 µM; Q99873; recombinant PRMT1, activity-based probe fluorescence polarization;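 active means inhibition above about 21% made by adding two undisclosed values, limit read from the data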
Target sequence (Q99873 whole entry, looked up): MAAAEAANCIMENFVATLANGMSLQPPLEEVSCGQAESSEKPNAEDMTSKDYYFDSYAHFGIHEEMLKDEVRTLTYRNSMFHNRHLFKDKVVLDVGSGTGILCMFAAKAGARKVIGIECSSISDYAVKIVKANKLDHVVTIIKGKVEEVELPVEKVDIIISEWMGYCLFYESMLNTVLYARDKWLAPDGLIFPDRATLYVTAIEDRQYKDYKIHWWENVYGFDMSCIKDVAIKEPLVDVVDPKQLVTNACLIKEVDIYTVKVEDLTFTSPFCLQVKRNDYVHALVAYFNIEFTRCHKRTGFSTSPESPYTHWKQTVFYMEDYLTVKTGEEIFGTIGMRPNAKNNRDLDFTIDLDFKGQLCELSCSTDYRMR
TCR-CD3 inh: blocks the human TCR-CD3 interaction. TAMRA-labeled TCR probe fluorescence, biochemical. inhibition, % at 9.4 µM. 360,000 compounds, 0.37% hits; in the data active means inhibition above about 19%;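 further: recombinant mutant TCR 2C K166C tagged with TAMRA read by polarization; 0% = receptor in buffer alone and 100% = receptor with positive control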
mABHD4 FP: inhibitors of mouse ABHD4; inhibition, % at 8.92 µM; Q8VD66; 370,000 compounds, 0.54% hits; AID 720543; purified mABHD4, FP-Rh probe fluorescence polarization;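 active means inhibition exceeding the mean over every tested compound plus 3 SD, cut at about 30% in these data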;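 further: 0% = plate median of compound wells and 100% = S159A mutant with DMSO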
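Test system: mouse ABHD4 enzyme, wild type. Reagent: FP-Rh fluorescent activity-based probe, added after compound pre-incubation. Timing: pre-incubation 45 min, probe exposure 60 min, at 25 °C. Technique: FP readout, ex 525 nm / em 598 nm. Benchmarks: high control S159A mutant with DMSO, low control median of compound wells.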
UHRF1 binding: UHRF1 methyl-DNA binding inhibition; inhibition, % at 4.4 µM; Q96T88; 370,000 compounds, 0.75% hits; UHRF1 binding to methylated oligo, TR-FRET; in the data active means inhibition above about 21%;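 further: UHRF1 SRA domain binding a hemimethylated CpG hairpin DNA probe; 0% = median of test compound wells and 100% = reference inhibitor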
NPR2 activator: GC-B (human) receptor activation. P20594. HEK293-GC-B cells, CNP EC30, cGMP TR-FRET; 0% at EC30 CNP, 100% saturating CNP. activation, % at 10 µM. 370,000 compounds, 0.11% hits;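 active means activation at 10 µM reaching about 35% in either raw or pattern-adjusted values, limit read from the data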
SIAE primary: human SIAE inhibition, primary screen. inhibition, % at 9.66 µM. SIAE FP-Rh probe binding, fluorescence polarization. Q9HAT2. 370,000 compounds, 0.69% hits;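 active means inhibition above a cutoff: mean of compounds within the control limits plus 3 SD of those, cut at about 17% in these data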;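 further: 0% = plate median of compound wells and 100% = probe without SIAE protein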
Target sequence (Q9HAT2 whole entry, looked up): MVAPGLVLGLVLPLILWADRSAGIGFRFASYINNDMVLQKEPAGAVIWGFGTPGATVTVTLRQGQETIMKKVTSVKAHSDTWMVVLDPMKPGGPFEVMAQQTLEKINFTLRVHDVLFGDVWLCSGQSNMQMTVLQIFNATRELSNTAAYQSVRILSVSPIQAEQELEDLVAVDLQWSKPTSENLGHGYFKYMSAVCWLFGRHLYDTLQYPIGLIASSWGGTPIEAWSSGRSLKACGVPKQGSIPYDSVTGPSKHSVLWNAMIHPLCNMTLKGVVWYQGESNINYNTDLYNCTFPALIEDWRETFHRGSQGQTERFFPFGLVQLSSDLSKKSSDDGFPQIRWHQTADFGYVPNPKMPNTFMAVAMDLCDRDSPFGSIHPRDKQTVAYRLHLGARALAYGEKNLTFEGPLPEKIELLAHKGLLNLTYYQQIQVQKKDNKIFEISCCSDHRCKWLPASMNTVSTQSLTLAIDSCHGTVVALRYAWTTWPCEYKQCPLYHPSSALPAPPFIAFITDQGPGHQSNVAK
rCAG RNA binder: r(CAG) repeat RNA binding | TO-PRO-1 dye displacement fluorescence | inhibition, % at 3 µM | 370,000 compounds, 1.3% hits | AID 651821;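 active means inhibition above the plate cutoff, the mean of all test compounds on that plate plus 3 SD, cut at about 35% in these data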;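 further: 0% = DMSO alone and 100% = 100 µM mitoxantrone as full dye displacement; higher means more dye released from RNA so lower well fluorescence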
MBD2 inh: blocks human MBD2 binding to methylated DNA | TR-FRET, MBD2 binding to methylated oligonucleotide | inhibition, % at 4.4 µM | 370,000 compounds, 0.31% hits; in the data active means inhibition above about 13%
NPR1 activator: GC-A (human) enzyme activation; P16066; HEK293 GC-A cells, cGMP TR-FRET, EC30 ANP; 0% at EC30 ANP, 100% saturating ANP; activation, % at 10 µM; 370,000 compounds, 0.14% hits; AID 1671463; in the data active means activation above about 40%
* = called active by the depositor; . = no result given.

Field names – A = HTRA1 inhibitor; B = PRMT1 FP inh; C = TCR-CD3 inh; D = mABHD4 FP; E = UHRF1 binding; F = NPR2 activator; G = SIAE primary; H = rCAG RNA binder; I = MBD2 inh; J = NPR1 activator
Compound: COc1cc(OC)cc(C(=O)N(Cc2nc(-c3cccc(C)c3)no2)C(C)C)c1
  A: -24	B: -2	C: -3	D: 7	E: -2	F: 1	G: 4	H: -2	I: -5	J: -3
Compound: O=C(O)CC(NCc1ccco1)C(=O)OCC1CCCO1 (stereo unspecified)
  A: -2	B: -2	C: 3	D: 6	E: -3	F: 3	G: -4	H: 0	I: -3	J: 3
Compound: O=C(CCc1ccc(O)cc1)N/N=C/c1coc2ccccc2c1=O
  A: .	B: -3	C: -2	D: 0	E: 0	F: -6	G: 7	H: -2	I: -1	J: -3
Compound: CCOC(=O)c1cnc(SCc2cccc(C)c2)nc1N
  A: -25	B: -1	C: 2	D: -7	E: 2	F: -1	G: -9	H: -4	I: 4	J: 1
Compound: CCC(C)CN1CCC(CO)(Cc2ccccc2Cl)CC1 (stereo unspecified)
  A: 6	B: -2	C: 8	D: -5	E: -1	F: -2	G: -1	H: -4	I: 1	J: -3
Compound: Cc1ccc(-c2cc(C(=O)N3CCCCCC3)no2)cc1
  A: -8	B: -2	C: -2	D: 4	E: -1	F: 4	G: 1	H: -5	I: 2	J: -3
Compound: COc1ccc(N(CCCN2C(=O)c3cccc4cccc(c34)C2=O)C(=O)c2cccc(OC)c2)cc1
  A: -49	B: 1	C: -6	D: -9	E: 0	F: -4	G: -16	H: 7	I: 0	J: -2
Compound: O=C(CSc1ccc(F)cc1)Nc1ccc2c(c1)C(=O)NC2=O
  A: 1	B: 5	C: 0	D: 1	E: 0	F: 0	G: -1	H: 2	I: -2	J: 0
Compound: O=C(Cn1cnc(S(=O)(=O)N2CCOCC2)c1)Nc1ccc(OC(F)(F)F)cc1
  A: 1	B: 2	C: 3	D: -2	E: 0	F: 2	G: 1	H: -1	I: 1	J: -1
Compound: COc1ccc(N(C(=O)c2ccccc2)S(=O)(=O)c2cccs2)cc1
  A: -6	B: -1	C: -2	D: -3	E: -2	F: -10	G: 3	H: -2	I: -4	J: -24
Compound: CCOC(=O)c1cnc(Nc2nc3ccccc3o2)nc1CSc1nnc(C)s1
  A: 8	B: 2	C: -4	D: -5	E: 0	F: 0	G: 1	H: 2	I: 2	J: 2
Compound: COc1ccc(C(C)=O)cc1CC(=O)N(Cc1ccccc1)c1ccccc1
  A: -19	B: 4	C: -2	D: -3	E: 2	F: -5	G: 8	H: 2	I: 6	J: -18
Compound: CSc1ccc(CN2CCC2(C)C(=O)NCc2cccc(C(F)(F)F)c2)cc1 (stereo unspecified)
  A: .	B: -3	C: 3	D: -7	E: 1	F: 9	G: -4	H: -2	I: 0	J: -6
Compound: CNCc1ccccc1OCC(=O)Nc1ccccc1OC
  A: -2	B: -4	C: 5	D: -2	E: -1	F: -5	G: 2	H: -1	I: -3	J: -2
Compound: COc1ccc(/C=C2\SC(=S)N(CCCC(=O)Nc3ccc(O)cc3)C2=O)cc1
  A: -28	B: 4	C: -2	D: -7	E: -3	F: 7	G: -7	H: 15	I: 2	J: -2

Following part:
Field names – A = HTRA1 inhibitor; B = PRMT1 FP inh; C = TCR-CD3 inh; D = mABHD4 FP; E = UHRF1 binding; F = NPR2 activator; G = SIAE primary; H = rCAG RNA binder; I = MBD2 inh; J = NPR1 activator
Compound: CC1CCCCC1NC(=O)CCNS(=O)(=O)c1ccc2c(c1)CCC(=O)N2 (stereo unspecified)
  A: 2	B: 7	C: -6	D: -14	E: 2	F: -2	G: -4	H: -1	I: 5	J: -1
Compound: CC(=O)N(\C=C/C=C/C=C1\Sc2ccccc2C1=O)c1ccccc1
  A: 34	B: 46*	C: -14	D: -2	E: -1	F: -5	G: -8	H: 45*	I: 6	J: 0
Compound: c1csc(CNCCCN2CCOCC2)c1
  A: 1	B: -3	C: 2	D: 4	E: 0	F: -2	G: 6	H: 3	I: 3	J: 4
Compound: Oc1cccc(/C=N/Nc2cc(N3CCOCC3)nc(N3CCOCC3)n2)c1
  A: -1	B: 2	C: -3	D: -9	E: -1	F: -3	G: 9	H: 4	I: 4	J: 0
Compound: COC(=O)CSc1nnc(-c2ccncc2)n1N
  A: 0	B: -1	C: 4	D: -3	E: -1	F: -1	G: -6	H: 0	I: 1	J: 0
Compound: COC(=O)c1ccc(Cn2nc(-c3ccccc3)ccc2=O)cc1
  A: -7	B: 1	C: 2	D: 6	E: 1	F: 3	G: -2	H: -9	I: 0	J: 1
Compound: Cc1cccc(NC(=O)CSc2nc(N)c(NC(=O)c3cccs3)c(=O)[nH]2)c1
  A: -11	B: -4	C: 0	D: -1	E: 0	F: 4	G: 3	H: 2	I: -3	J: 6
Compound: Cc1ccc([N+](=O)[O-])cc1NC(=O)c1cccs1
  A: 1	B: -2	C: 9	D: -3	E: 0	F: .	G: 5	H: 0	I: 0	J: .
Compound: CCCOC(=O)CSc1nc(N)c(C#N)c(CC)c1C#N
  A: -6	B: 0	C: -3	D: 0	E: 3	F: 12	G: -1	H: -4	I: -3	J: 11
Compound: Cc1ccc(S(=O)(=O)N2CCN(C(=O)CSc3n[nH]c(N)n3)CC2)c(C)c1
  A: -6	B: 2	C: -10	D: -6	E: 2	F: 7	G: 9	H: 4	I: 6	J: 0
Compound: Cc1ccc(N2CC(C(=O)Nc3cc(C)ccc3F)CC2=O)cc1 (stereo unspecified)
  A: -1	B: 0	C: 5	D: 1	E: 0	F: 4	G: 1	H: -2	I: 3	J: -4
Compound: O=C(CN1CCN(c2ccccc2)CC1)Nc1ccc(Oc2ccccc2)cc1
  A: 3	B: -1	C: 7	D: 5	E: -1	F: 3	G: 1	H: 2	I: -5	J: 3
Compound: CC(=O)C1C(=O)c2c(cccc2[N+](=O)[O-])C1=Nc1cccc(Cl)c1 (stereo unspecified)
  A: 14	B: 14	C: 8	D: 36*	E: -1	F: -7	G: 8	H: 28	I: 1	J: -3
Compound: Cc1ccc2nc(/C(C#N)=C\c3ccc([N+](=O)[O-])o3)[nH]c2c1
  A: 1	B: 3	C: -16	D: 0	E: -3	F: 13	G: 9	H: 9	I: -4	J: 16
Compound: COC(=O)c1ccc(COC(=O)C(CCSC)NC(=O)COc2ccccc2)cc1 (stereo unspecified)
  A: 0	B: 3	C: 2	D: -14	E: 3	F: -7	G: -1	H: -7	I: 0	J: -6

Two of these compounds, reformatted.
Order of values – HTRA1 inhibitor	PRMT1 FP inh	TCR-CD3 inh	mABHD4 FP	UHRF1 binding	NPR2 activator	SIAE primary	rCAG RNA binder	MBD2 inh	NPR1 activator
CC1CCCCC1NC(=O)CCNS(=O)(=O)c1ccc2c(c1)CCC(=O)N2 (stereo unspecified)
→ 2	7	-6	-14	2	-2	-4	-1	5	-1
CC(=O)N(\C=C/C=C/C=C1\Sc2ccccc2C1=O)c1ccccc1
→ 34	46*	-14	-2	-1	-5	-8	45*	6	0

Filtered by structure: those above with a CF3 group (2)
Field names – A = HTRA1 inhibitor; B = PRMT1 FP inh; C = TCR-CD3 inh; D = mABHD4 FP; E = UHRF1 binding; F = NPR2 activator; G = SIAE primary; H = rCAG RNA binder; I = MBD2 inh; J = NPR1 activator
Compound: O=C(Cn1cnc(S(=O)(=O)N2CCOCC2)c1)Nc1ccc(OC(F)(F)F)cc1
  A: 1	B: 2	C: 3	D: -2	E: 0	F: 2	G: 1	H: -1	I: 1	J: -1
Compound: CSc1ccc(CN2CCC2(C)C(=O)NCc2cccc(C(F)(F)F)c2)cc1 (stereo unspecified)
  A: .	B: -3	C: 3	D: -7	E: 1	F: 9	G: -4	H: -2	I: 0	J: -6

Returning to the listing with the 3 entries that preceded the break.
Field names – A = HTRA1 inhibitor; B = PRMT1 FP inh; C = TCR-CD3 inh; D = mABHD4 FP; E = UHRF1 binding; F = NPR2 activator; G = SIAE primary; H = rCAG RNA binder; I = MBD2 inh; J = NPR1 activator
Compound: CC(=O)C1C(=O)c2c(cccc2[N+](=O)[O-])C1=Nc1cccc(Cl)c1 (stereo unspecified)
  A: 14	B: 14	C: 8	D: 36*	E: -1	F: -7	G: 8	H: 28	I: 1	J: -3
Compound: Cc1ccc2nc(/C(C#N)=C\c3ccc([N+](=O)[O-])o3)[nH]c2c1
  A: 1	B: 3	C: -16	D: 0	E: -3	F: 13	G: 9	H: 9	I: -4	J: 16
Compound: COC(=O)c1ccc(COC(=O)C(CCSC)NC(=O)COc2ccccc2)cc1 (stereo unspecified)
  A: 0	B: 3	C: 2	D: -14	E: 3	F: -7	G: -1	H: -7	I: 0	J: -6
Compound: C[C@H]1[C@@H](c2ccccc2)Oc2ccc(Cl)cc2S(=O)(=O)N1Cc1ccc(F)cc1F
  A: -20	B: 1	C: 9	D: -5	E: 0	F: 0	G: -9	H: 7	I: -8	J: -4
Compound: Cc1ccc(NC(=S)NC(CO)C(O)c2ccc([N+](=O)[O-])cc2)cc1 (stereo unspecified)
  A: 1	B: -6	C: 3	D: 1	E: 7	F: 0	G: 2	H: -1	I: 2	J: -5
Compound: COc1ccc(CC(=O)Nc2nc(C)cs2)cc1
  A: 0	B: -4	C: 1	D: -1	E: 3	F: 3	G: 4	H: 3	I: 3	J: 4
Compound: CC(C)(C)NC(=O)Cn1cnc2cc([N+](=O)[O-])ccc2c1=O
  A: -1	B: -3	C: 0	D: 2	E: 0	F: 2	G: 8	H: 28	I: -1	J: -1
Compound: COc1ccc(CNC(=O)C(=O)NCCC2CCCCN2S(=O)(=O)c2ccc(C)cc2)cc1 (stereo unspecified)
  A: -24	B: -1	C: 7	D: 2	E: 0	F: -9	G: -7	H: -3	I: -1	J: -6
Compound: COc1ccccc1CCC(=O)Nc1ccc2c(c1)CN(Cc1ccc(C)o1)CC2
  A: -2	B: 11	C: -7	D: -5	E: 0	F: 3	G: 4	H: 10	I: 0	J: -1
Compound: CC1CCCC(NC(=O)CN(C)S(=O)(=O)c2cnc[nH]2)C1C (stereo unspecified)
  A: 1	B: -2	C: -2	D: -6	E: -1	F: 3	G: -1	H: 0	I: -2	J: -2
Compound: O=C(COC(=O)/C=C/c1nc2ccccc2s1)Nc1ccccc1Oc1ccccc1
  A: 1	B: -2	C: 2	D: 0	E: 1	F: 0	G: -11	H: 3	I: -2	J: 1
Compound: COc1ccccc1N1CCN(C(=O)C2C3C=CC4(CN(Cc5ccccc5Cl)C(=O)C24)O3)CC1 (stereo unspecified)
  A: 9	B: -6	C: 7	D: 2	E: 0	F: 1	G: -3	H: -9	I: -4	J: -1
Compound: CCOn1c(=O)c(-c2cccs2)[n+]([O-])c2ccccc21
  A: 27	B: -2	C: 7	D: 6	E: -3	F: -1	G: -3	H: 5	I: -5	J: 10
Compound: Cc1ccc(Oc2ccccc2)c(NC=O)c1
  A: -2	B: 1	C: -7	D: 6	E: 11	F: -5	G: -5	H: -4	I: -1	J: -4
Compound: O=C(Cc1coc2ccc3ccccc3c12)N1CCN(c2ncccn2)CC1
  A: -17	B: -2	C: 1	D: 2	E: -1	F: -2	G: -11	H: 5	I: 1	J: 1
Compound: Cc1ccc([C@@H]2C[C@H]3[C@@H](CN2S(=O)(=O)c2ccc(Cl)cc2)C(=O)C[C@@H](c2ccccc2)N3S(=O)(=O)c2ccc(C)cc2)cc1
  A: -25	B: -3	C: -1	D: 0	E: 1	F: 1	G: -5	H: 13	I: -1	J: 1
Compound: CCc1n[nH]c2c1/C(=N/O)CCC2
  A: -2	B: 2	C: 2	D: 1	E: 3	F: 1	G: -1	H: 6	I: -1	J: 2

Bioassay records: PubChem, several laboratories

This is a subset (hit frequency here may not be typical).
